Nrf2 ARE act – activators of Nrf2 (ARE) signaling | AREc32 ARE-luciferase reporter (MCF7-derived line), luminescence, 24 h | Potency, µM (top dose mostly 46.1 µM), for inactives: at the top dose activation, hits mostly activators | 410,000 tested, 0.31% active | AID 624171; further: potency means the concentration at half of the fitted maximal effect; % of control where 0% means no effect; nearly all actives have a fitted effect of over 65% in size
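Nrf2 activation is followed as ARE-luciferase induction in the AREc32 line after one day of compound treatment; luminescence is read with Steady-Glo.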
MCF10A rerep – induces DNA re-replication in MCF 10a normal breast cells. 350,000 tested, 2.9% active. MCF 10A DNA re-replication, Hoechst nuclear intensity, 48 h. Potency, µM (highest dose often 46.1 µM), without a hit: at the top dose activity, positive = re-replication, usual class: activators; further: potency means the concentration at half of the fitted maximal effect; % of control where 0% means no effect; nearly all actives have a fitted effect of over 50% in size
TGFb inhibitor – TGF-b pathway inhibition | 410,000 tested, 1.2% active | Potency, µM (series often up to 46.1 µM), for the others: top-dose activity, negative = inhibition, usual class: inhibitors | HepG2 CAGA-GFP TGF-b/SMAD3 reporter, GFP fluorescence, 18 h; TGF-beta stimulated, 500 pg/mL final; further: potency means the concentration at half of the fitted maximal effect; on the % scale 0 is the no-effect control and ±100 the full control effect; nearly all actives have a fitted effect of over 65% in size
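HEPG2 CAGA-GFP reporter cells (1000/well, DMEM with 1% FBS) received compounds, then recombinant TGF-beta at 500 pg/mL final for 18 hours at 37 degrees C. Per-cell GFP summed per well was normalised to unstimulated and stimulated DMSO controls before curve fitting.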
ATXN2 expr inh – inhibitors of ATXN2 expression; HEK-293 ATXN2-luciferase reporter, luminescence, 24 h; 360,000 tested, 0.72% active; Potency, µM (doses to about 57 µM), for the others: at the top dose activity change, negative = inhibition, most hits filed as inhibitors; AID 1745845; further: potency means the concentration at half of the fitted maximal effect; on the % scale 0 is the no-effect control and ±100 the full control effect; nearly all actives have a fitted effect of over 55% in size
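ATXN2-luciferase reporter cells (luciferase flanked by upstream and downstream ATXN2 gene portions) were treated 24 h at 37 °C with compounds at up to 57 uM. SteadyGlo luminescence gave expression; GF-AFC fluorescence gave viability.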
HepG2 viability – counter-screen for TGF-b inhibitors: cytotoxicity in HepG2 cells; 410,000 tested, 0.76% active; Potency, µM (series often up to 46.1 µM), for the others: top-dose activity change, negative = cytotoxicity, hits mostly cytotoxic; HepG2 CAGA-GFP viability, ATP luminescence, 18 h; further: potency means the concentration at half of the fitted maximal effect; some results filed as inactive show a strong effect at the top dose
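CellTiter-Glo luminescence gave cytotoxicity after 18 hours at 37 degrees C. The cells were HepG2 CAGA-GFP in 1% FBS DMEM, stimulated with 500 pg/mL TGF-beta after compound addition. %Activity was normalised to no-cell wells (complete cell-killing) and DMSO (no toxicity), and curves were fitted and classified.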
S2 tox – cell viability loss in ATXN counter-screen; S2 cells (HEK-293 line with an ATXN2-luciferase reporter) viability, CellTiter-Fluor protease fluorescence, 24 h; Potency, µM (titrated, usually from 56.7 µM), hits mostly cytotoxic; 400,000 tested, 0.49% active; AID 651635; further: potency means the concentration at half of the fitted maximal effect; nearly all actives have a fitted effect of over 40% in size
Nrf2 block – inhibitors of Nrf2 signaling | A549 ARE-Fluc reporter, luciferase luminescence, 18-24 h | Potency, µM (doses to about 46 µM), without a hit: top-dose activity change, negative = inhibition, hits mostly inhibitors | 360,000 tested, 2.1% active; further: potency means the concentration at half of the fitted maximal effect; on the % scale 0 is the no-effect control and ±100 the full control effect; nearly all actives have a fitted effect of over 60% in size
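Nrf2 function is reported as luminescence of an ARE-controlled luciferase in A549 cells. Compounds were tested at several concentrations, and a CellTiter-Fluor read on the same wells flagged cytotoxicity.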
IL1B secr inh – inflammasome signaling inhibition, IL-1 beta readout; THP-1 LPS/ATP IL-1B secretion, AlphaLISA, 16 h; active compounds read low; activity change, % at 57.5 µM; 360,000 tested, 4.7% active; AID 743279; in the data active means activity change below about -50%; inconclusive means mostly about -30% to -49%; further: on the % scale 0 is the no-effect control and ±100 the full control effect
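Secreted IL-1B measured by AlphaLISA bead assay after 16 h compound exposure of THP-1 cells; compounds (final up to 57.5 uM) added 1 h before LPS (250 ng/mL) and ATP (1.25 mM) stimulation; lower signal means less secretion.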
A549 tox – kills or reduces viability of A549 cells in Nrf2 counter-screen; A549 ARE-Fluc cells, CellTiter-Fluor viability, 18-24 h; Potency, µM (top dose mostly 46 µM), inactives show at the top dose activity change, negative = cytotoxicity, most hits filed as inhibitors; 390,000 tested, 0.16% active; further: potency means the concentration at half of the fitted maximal effect; on the % scale 0 is the no-effect control and ±100 the full control effect
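A549 ARE-Fluc cells in 5% FBS OPTI-MEM, 5000 cells/well, rested 2 h then exposed to compounds in concentration-response for 18-24 h at 37 °C. Viability by CellTiter-Fluor fluorescence (Ex 405/Em 525) after 30 min; luciferase luminescence (BugLite, 15 min, RT) read afterwards.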
Starred values were filed as active, the others as inactive; i = inactive; ? = inconclusive; . = no result given; & = joins results of further samples; [ ] = another dose, or the depositor's remark. Unless noted, the call rests on the fitted dose curve; in most records, active means well fitted curve in the direction sought with a large enough effect; inconclusive means small, poorly fitted or top-dose-only effect, or another doubt; inactive means no such curve, though single readings can be large; an effect the other way counts as inactive or inconclusive.

Molecule | IL1B secr inh | ATXN2 expr inh | Nrf2 block | HepG2 viability | S2 tox | Nrf2 ARE act | A549 tox | MCF10A rerep | TGFb inhibitor
CC1CCCC(C)N1C(=O)c1cccc2c1-c1ccccc1/C2=N/O (stereo unspecified) | 15 | -1% | 19% | -3% | i | -0.9% | -8% | 1% | -2%
O=C(NC1CC1)C(=O)c1c(-c2ccccc2)[nH]c2ccccc12 | -10 | -34% | 8% | -7% | ? | -0.3% | 1% | 7% | 0%
Cc1ccc(CNc2ncnc3cc(Cl)ccc23)cc1 | 1 | . | 21µM* | -36% | i | 24% | -5% | 13% | ?
CCCc1nc2oc3c(=O)[nH]cnc3c2c2c1COC(C)(C)C2 | 18 | 0% | -23% | -1% | i | 0.0% | -10% | 10% | 12%
COc1ccc(-c2[nH]ncc2CN2CCC(N3CCSCC3)CC2)c(F)c1 | -10 | -1% | 1% | -16% | i | 0.5% | -2% | 4% | -6%
O=C1C=C(Nc2cccc(Cl)c2)CC(c2ccco2)C1 (stereo unspecified) | -5 | -19% | 0% | 1% | i | ? | -7% | -3% | 2%
O=C(N/N=C/c1cccc(Cl)c1)c1c(O)c2c([nH]c1=O)CCCC2 | -24 | 32%[activator] | 22% | 1% | i | 0.3% | -1% | -7% | -6%
O=C(Nc1ccc(Oc2ccccc2)cc1)c1ccc(F)c(S(=O)(=O)N2CCN(c3ccccc3F)CC2)c1 | . | . | . | -7% | . | -1.0% | -2% | . | ?
Cc1ccc([N+](=O)[O-])cc1NC(=O)c1ccc(C(C)(C)C)cc1 | ? | -5% | ? | -38% | i | ? | ? | 3% | -27%
O=C(Cc1ccccc1)NCC(=O)OCC(=O)c1ccc2ccccc2c1 | . | . | 1% | -18% | . | . | -1% | . | -1%
COc1ccc(/C=C/c2nnc(NC(=O)CC(C)C)s2)cc1 | 16 | 16% | 2% | 23% | i | 3.6% | -1% | ? | 0%
Cc1nc2nc(C)c(CCC(=O)N3CCOCC3)c(C)n2n1 | 9 | 2% | 12% | -1% | i | 0.0% | 3% | -2% | 4%
CCCN(CC(=O)Nc1cc(Cl)cc(Cl)c1)CC(=O)Nc1ccc(F)c(F)c1F | -97* | ? | ? | -112% | ? | -0.7% | ? | ? | ?
Clc1cc(Cl)c(Cl)c(Cl)c1Cl | 16 | 1% | 4% | 8% | i | 0.1% | 1% | -26% | -2%
O=C(O)c1cccnc1Br | 7 | . | 4% | 4% | i | 0.0% | 0% | -5% | 1%
CCc1cccc(C)c1NC(=O)CSc1nc2ccccc2n1CC(=O)N(C)C | 11 | 5% | 7% | 2% | i | -0.8% | 0% | ? | 2%
COC(=O)[C@]12CCCCC=C1N(Cc1ccccc1)C(=O)[C@H](CC(=O)NCc1cccs1)C2 | -6 | -5% | . | . | i | 2.9% | . | . | .
CC1(C)OC(=O)C2=C(C[C@@H](CCOCc3ccccc3)O[C@@H]2c2ccc(F)cc2)O1 | 0 | -22% | . | . | i | 3.6% | . | . | .
COc1ccc2[nH]c(=O)c(CN(C(=O)c3cccc(Cl)c3)c3ccccc3OC)cc2c1 | . | 3% | -7% | -13% | i | -0.1% | -9% | . | -14%
O=C(O)CC(C(=O)O)C(c1ccccc1)c1ccccc1 (stereo unspecified) | 7 | -7% | 1% | 4% | i | -0.2% | 0% | -53%[inhibitor] | 23%
CCNC(=S)NNC(=O)CSc1nc2ccccc2[nH]1 | -1 | -5% | -5% | 7% | i | 4.0% | 0% | -7% | 31%[activator]
CC1c2ccsc2CCN1S(=O)(=O)c1ccccc1 (stereo unspecified) | -6 | -12% | -3% | -31% | i | 0.1% | 7% | 6% | 0%
Cc1cc(O)c2c(C)c(CC(=O)N3CCN(C(=O)C4COc5ccccc5O4)CC3)c(=O)oc2c1 (stereo unspecified) | 10 | -12% | ? | -1% | i | 0.2% | -1% | 10% | -11%
S=C(Nc1ccccc1)N1CCn2c(nc3ccccc32)C1 | 37 | -3% | -10% | 1% | i | 0.4% | -2% | 4% | 1%
Cc1nc(SCc2nc3ccc(Br)cc3[nH]2)c2oc3ccccc3c2n1 | . | -31% | ? | -10% | i | 1.7% | -11% | ? | ?
S=c1[nH]nc(C2CC2)n1Cc1ccco1 | -7 | -9% | 4% | 3% | i | -0.7% | 6% | 0% | 2%
CCc1ccc(NC(=O)c2cc(S(=O)(=O)N3CCCCC3)c[nH]2)cc1 | . | -6% | -5% | -13% | i | -0.1% | 8% | . | 18%
COc1cccc(OCc2cc(=O)n3c(-c4ccccc4)csc3n2)c1 | . | 23% | ? | -1% | i | 14% | 0% | . | -7%
Cc1ccc(NC(=O)c2cccc(C(F)(F)F)c2)cc1NC(=O)c1[nH]cnc1C(N)=O | 78 | -11% | -11% | 2% | i | ? | 0% | 15% | 0%
O=C(NCCc1csc(-c2cccnc2)n1)c1ccccc1 | -1 | 5%&-1% | -7% | 7%&3% | ? | -0.8%&0.2% | 8%&-2% | 0% | 17%&-1%
CC(=NO)c1ccc2c(c1)C(=NO)c1ccccc1-2 | -9 | 12% | 7% | -37% | i | 2.8% | 10% | -7% | 0%
O=C1CSC(=Nc2ccccc2[N+](=O)[O-])N1 | 15 | -13% | ? | -7% | i | 2.7% | 1% | 3% | -19%
O=c1cc(-c2ccccc2)nc(SCCOc2ccccc2Cl)[nH]1 | 1 | . | -15% | 5% | i | -0.4% | -2% | 1% | 0%
CC(=O)c1nn(-c2ccc(Cl)cc2)c(=O)[nH]c1=O | 0 | 0% | -2% | -3% | i | 2.4% | -1% | -3% | -4%
CC1(C)NC(=O)N(CCCOc2ccc(Br)cc2Cl)C1=O | 48 | 34%[activator] | ? | -25% | i | 2.1% | 6% | -8% | -1%
Cc1ccc(S(=O)(=O)c2nc(-c3ccc(F)cc3)oc2SCC(=O)NCC2CCCO2)cc1 (stereo unspecified) | 26 | -6% | 0% | 1% | ? | 0.1% | -5% | ? | -22%
CCCC1(CCC)C(=O)NC(=NCCc2ccc(OC)c(OC)c2)NC1=O | -7 | ? | ? | 1% | i | 0.1% | 6% | 5% | 0%
COc1ccc(NC(=O)C2CC(=O)N(c3ccc(C)cc3)C2)cc1S(=O)(=O)N1CCCCC1 (stereo unspecified) | -8 | . | . | 1% | i | -1.5% | . | . | -15%
O=C(Nc1ccccc1)c1ccc(NCc2ccco2)c(S(=O)(=O)N2CCOCC2)c1 | -13 | 5% | 1% | 2% | i | 20% | 17% | 3% | -13%
COCCCNc1c2c(nc3ccccc13)CCC2 | 33 | . | . | -1% | i | -1.1% | . | . | -8%
O=C(NCc1ccccc1)/C(NC(=O)c1ccccc1)=C(/Sc1ccccn1)c1ccccc1 | -3 | -10% | -15% | -18% | i | 0.7% | -4% | 4% | -3%
O=C(CCCN1C(=O)/C(=C/c2cccc(Br)c2)SC1=S)N1CCOCC1 | -5 | 28% | -7% | 0% | i | 12% | 2% | 20% | 12%
COc1ccc(Cn2c(=O)cc(C)[nH]c2=S)cc1 | 2 | 10% | -2% | 18% | i | -0.4% | 0% | -15% | 3%
CON(C)S(=O)(=O)c1cccc(C(=O)NC2CCSc3ccccc32)c1 (stereo unspecified) | 3 | 1% | 2% | -8% | i | -0.6% | -2% | 19% | 0%
COc1cc(S(=O)(=O)NC(Cc2c[nH]c3ccccc23)C(=O)O)ccc1NC(C)=O (stereo unspecified) | 20 | 5% | 1% | 0% | i | 0.4% | 4% | -3% | -1%
Cc1cc(C)cc(OCC(=O)NN2C(=O)c3ccccc3C2=O)c1 | -1 | -3% | 1% | -17% | i | -0.1% | 7% | -22% | -22%
Cc1ccc(CNC(=O)CSc2nc3ccsc3c(=O)n2Cc2ccc(C(=O)O)cc2)cc1 | 11 | -1% | -15% | 11% | i | -0.7% | 5% | 0.65µM* | 20%
CC(Sc1nnc(C2CC2)n1N)C(=O)NC1CCCCC1C (stereo unspecified) | 10 | -3% | 10% | -14% | i | 0.2% | -6% | -1% | 0%
O=C(c1ccc2[nH]c(=O)c(=O)[nH]c2c1)N1CCc2ccccc21 | 36 | . | 9% | 6% | i | 0.7% | -7% | -1% | 1%
O=C(O)c1ccccc1/C=N/Nc1ccc(S(=O)(=O)N2CCCC2)cc1[N+](=O)[O-] | 6 | 5% | -11% | -19% | i | -0.4% | -8% | 10% | 6%
Cc1cccc(NC2=C(Cl)C(=O)OC2OC(=O)c2ccco2)c1 (stereo unspecified) | -20 | 2% | -14% | -20% | i | ? | -2% | ? | 5%
CN(CC(=O)Nc1cccc(F)c1)C(=O)CN1C(=O)NC2(CCCC2)C1=O | 3 | 6% | 10% | 5% | i | -1.1% | 0% | -8% | 1%
CN(CCC#N)C(=O)COC(=O)c1ccc(Cl)cc1O | 3 | -3% | -24% | -8% | i | -0.5% | 1% | 13% | -13%
CCOc1ccccc1-c1c2cc(O)c(=O)cc-2oc2cc(O)c(O)cc12 | 35 | ? | ? | -3% | . | -1.4% | 18µM* | 11% | 2.8µM*
O=C(O)CSc1ncnc2scc(-c3ccccc3)c12 | 7 | -12% | -20% | -6% | i | -0.6% | 0% | 1% | -24%
O=C(c1ccccc1Cc1ccccc1)N1CCN(S(=O)(=O)c2ccccc2[N+](=O)[O-])CC1 | -3 | -9% | -12% | 0% | i | 0.9% | 0% | 5% | ?
CCOC(=O)CC1(NC(=O)C2CCC(=O)N(C3CC3)C2)CCCCC1 (stereo unspecified) | -19 | 18% | 2% | -15% | i | 0.2% | 4% | -25% | -7%
COc1ccc(C(=O)NCC(c2cccnc2)N2CCc3ccccc32)cc1OC (stereo unspecified) | . | . | 4% | -39% | . | 1.0% | -9% | . | -31%
CNS(=O)(=O)c1ccc(NC(=O)c2cnn3c(C(F)F)cc(-c4ccccc4)nc23)cc1 | -9 | -32%&3% | -45%&2% | -7%&-2% | i | -0.3%&0.2% | 11%&-4% | -1% | 1%&13%

Screens deposited in PubChem BioAssay by National Center for Advancing Translational Sciences (NCATS).
